# Menin-MLL TR inh – inhibitors of human menin-MLL interaction, mutant MLL peptide. actives 0.23% (n = 270,000). Menin + Texas Red MLL mutant peptide, fluorescence polarization. Potency, µM (titrated, usually from 61.6 µM), for the others: at the top dose FP activity change, negative = inhibition, most hits filed as inhibitors. O00255. AID 1768; active = well fitted inhibition curve with a large enough effect in the polarisation, with a control signal flat, not every such curve was filed as active; inconclusive = small, poorly fitted or top-dose-only effect, or effect the other way, or a change in a side signal; inactive = no such curve, though single readings can be large or run the other way; the % refers to the polarisation; also: potency is read from the fitted curve at half-maximal effect; % of control where 0% means no effect; many of its hits are not listed in these tables
# USP2a inh – USP2a (human) protease inhibition; Potency, µM (highest dose often 38.3 µM), inactives show at the highest dose activity change, negative = inhibition, most hits filed as inhibitors; actives 0.01% (n = 330,000); AID 463254; O75604; USP2 core, Ub-CHOP2 coupled fluorogenic reporter, 485/531;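 also: potency is read from the fitted curve at half-maximal effect; plate controls were DMSO wells for no effect and full inhibition by NEM control for full effect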
#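 USP2 core (10nM final) preincubated 30min RT with compound in 20mM Tris-HCl pH 8.0, 2mM CaCl2, 2mM beta-mercaptoethanol, 0.05% CHAPS; 25nM Ub-CHOP2 plus 25nM reporter substrate added, fluorescence (Ex485/Em531) read after 60min.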
# MBNL1 CUG block – MBNL1-poly(CUG) RNA binding inhibition; Q9NR56; TR-FRET MBNL1-His/biotin-(CUG)12 binding, 665/545 ratio; Potency, µM (top dose mostly 57.5 µM), without a hit: at the highest dose activity change, negative = inhibition, hits mostly inhibitors; actives 0.036% (n = 280,000); active = well fitted inhibition curve with a large enough effect in the signal ratio, with a control signal flat, not every such curve was filed as active; inconclusive = small, poorly fitted or top-dose-only effect, or effect the other way, or a change in a side signal; inactive = no such curve, though single readings can be large or run the other way; the % refers to the signal ratio; also: potency is read from the fitted curve at half-maximal effect; % is scaled to controls: 0 for no effect and ±100 for the full control effect
#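 MBNL1-His + Biotin-(CUG)12, cpd titration 92 nM–58 uM; Tb anti-His Ab 0.055 ng/ul, SA-XL665 5 nM (final); 60 min RT; ratiometric 665/545 nm, Ex 340 nm; normalized to buffer and full-complex controls.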
# PKM2 activator – increases activity of human pyruvate kinase M2. P14618. actives 0.34% (n = 260,000). purified PKM2, Kinase-Glo ATP luminescence, activation; response scale: 0% is enzyme alone, no compound. Potency, µM (series often up to 57.5 µM), without a hit: at the top dose activation, actives largely listed as activators; also: potency is read from the fitted curve at half-maximal effect; % is scaled to controls: 0 for no effect and ±100 for the full control effect; nearly all actives have a fitted effect of over 55% in size
# Target sequence (P14618 whole entry, looked up): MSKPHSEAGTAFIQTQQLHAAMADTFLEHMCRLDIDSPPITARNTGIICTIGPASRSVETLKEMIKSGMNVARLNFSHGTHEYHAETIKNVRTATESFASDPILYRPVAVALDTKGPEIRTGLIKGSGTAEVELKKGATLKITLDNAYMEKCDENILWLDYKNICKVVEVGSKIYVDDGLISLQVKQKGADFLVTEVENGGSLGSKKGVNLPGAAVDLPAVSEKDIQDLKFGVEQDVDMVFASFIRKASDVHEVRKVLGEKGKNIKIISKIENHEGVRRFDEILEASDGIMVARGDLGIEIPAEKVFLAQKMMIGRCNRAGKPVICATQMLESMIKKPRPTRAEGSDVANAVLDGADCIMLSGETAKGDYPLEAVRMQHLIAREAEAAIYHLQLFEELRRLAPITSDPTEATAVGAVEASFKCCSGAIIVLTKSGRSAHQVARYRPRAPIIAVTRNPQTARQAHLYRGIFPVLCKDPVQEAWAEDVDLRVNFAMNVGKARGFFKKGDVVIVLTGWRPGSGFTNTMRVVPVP
#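 ATP formation by purified human PK-M2, quantified via coupled luciferase luminescence after 1 h at room temperature with 0.1 mM ADP and 0.5 mM PEP final.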
# GALK inhibitor – galactokinase (human) inhibition; P51570; Purified GALK, Kinase-Glo residual ATP luminescence; Potency, µM (doses to about 57.5 µM), for the others: at the highest dose activity change, negative = inhibition, most hits filed as inhibitors; actives 0.007% (n = 270,000); AID 1868; also: potency is read from the fitted curve at half-maximal effect; % is scaled to controls: 0 for no effect and ±100 for the full control effect
#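 Galactose (100 uM) and ATP (35 uM) were turned over by 5 nM GALK for 1 h at RT. Kinase-Glo Plus then converted the remaining ATP into a luminescent signal.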
# TSHR antagonist – antagonists of human thyroid stimulating hormone receptor. TSHR-expressing cells, TSH-stimulated cAMP HTRF, 2 h; stronger effect = lower value. P16473. activity change, negative = inhibition, % at 11.5 µM. actives 0.2% (n = 330,000);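 active = activity change below a set negative limit, meaning inhibition stronger than a set level, cut at about -70% in these data; inconclusive = activity change between two set negative limits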; also: % is scaled to controls: 0 for no effect and ±100 for the full control effect
#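 Freshly harvested TSHR cells receive pin-tooled compound, then EC80 TSH at 4nM final. After 2 hours at 37 deg C, antibody in lysis buffer and cAMP-d2 are added; 30 minutes at ambient temperature precede the HTRF read.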
# Mito fusion act – mitochondrial division inhibition or fusion activation. Potency, µM (doses to about 46.1 µM), inactives show top-dose growth rescue (activation), actives largely listed as activators. S. cerevisiae fusion-defective mutant growth rescue, CellTiterGlo 48 h. actives 0.23% (n = 320,000);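 also: potency is read from the fitted curve at half-maximal effect; % of control where 0% means no effect; nearly all actives have a fitted effect of over 45% in size; temperature-sensitive fusion mutants such as fzo1-1 at 37 °C on non-fermentable ethanol glycerol medium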
#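 Yeast fusion mutant, YPEG (non-fermentable carbon), compound, 48 h at 37C non-permissive; CellTiterGlo added, 10 min RT, luminescence read. Rescued growth = division inhibition.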
# KCNH2 WT inh – blocks the wildtype human KCNH2 potassium channel; Q12809; U2OS, BacMam KCNH2, thallium flux FluxOr; stronger effect = lower value; activity change, % at 1.84 µM; actives 0.37% (n = 340,000); AID 720551;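 active = maximum activity change below -70%; inconclusive = maximum activity change between -70% and -50%; inactive = maximum activity change above -50%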; also: % is scaled to controls: 0 for no effect and ±100 for the full control effect
#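 U2OS cells transduced with wild-type KCNH2 virus are loaded with FluxOr dye for 45 min, and thallium flux is measured in kinetic reads before and after stimulation buffer. Rate constants are normalized to DMSO controls.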
# ASM inhibitor – blocks human secretory acid sphingomyelinase; P17405; placental ASM, HMU-PC fluorogenic substrate, 60 min; Potency, µM (highest dose often 57.5 µM), without a hit: at the highest dose activity change, negative = inhibition, most hits filed as inhibitors; actives 0.006% (n = 340,000); also: potency is read from the fitted curve at half-maximal effect
#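 Steps: dispense placental human ASM, pin compound, wait 10 min at room temperature, add HMU-PC0 substrate at 9 uM final, incubate 60 min at 37 °C, add stop solution raising pH to 10, read fluorescence.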
# Eya2 phos inh – blocks the phosphatase activity of human Eya2; Potency, µM (highest dose often 76.9 µM), without a hit: top-dose activity, negative = inhibition, actives largely listed as inhibitors; O00167; actives 0.006% (n = 330,000); recombinant Eya2, OMFP fluorescence dephosphorylation (OMFP is methylfluorescein phosphate); also: potency is read from the fitted curve at half-maximal effect; % is scaled to controls: 0 for no effect and ±100 for the full control effect
# Target sequence (O00167 whole entry, looked up): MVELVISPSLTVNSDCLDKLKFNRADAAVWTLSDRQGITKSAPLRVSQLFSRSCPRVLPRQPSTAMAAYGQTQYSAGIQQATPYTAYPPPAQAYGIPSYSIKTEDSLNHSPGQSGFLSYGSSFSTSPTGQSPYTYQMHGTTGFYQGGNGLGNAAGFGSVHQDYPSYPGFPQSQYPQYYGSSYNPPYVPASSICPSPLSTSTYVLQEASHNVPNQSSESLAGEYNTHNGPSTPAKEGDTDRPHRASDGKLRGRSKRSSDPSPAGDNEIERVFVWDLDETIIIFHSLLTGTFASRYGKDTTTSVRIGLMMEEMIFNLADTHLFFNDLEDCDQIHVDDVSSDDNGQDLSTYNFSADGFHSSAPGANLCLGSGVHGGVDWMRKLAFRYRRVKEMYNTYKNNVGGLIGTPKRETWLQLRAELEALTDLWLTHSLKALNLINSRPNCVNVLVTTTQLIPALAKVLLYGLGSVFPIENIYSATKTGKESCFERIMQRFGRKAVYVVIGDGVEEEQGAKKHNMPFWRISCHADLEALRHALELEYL
#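 Eya2 protein (added as 0.2 uM solution) was preincubated with compound for 10 min at ambient temperature in 50 mM HEPES pH 7.5, 50 mM NaCl, 5 uM MgCl2, 0.05% BSA, 1 mM DTT. OMFP (added at 50 uM) then reacted 10 min; fluorescence read at 485/525 nm.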
# BCR signal inh – inhibitors of chronic active B-cell receptor signaling; ABC-DLBCL IkBa-CBG/CBR reporter, luminescence ratio, 4 h; Potency, µM (series often up to 46.1 µM), for inactives: at the highest dose ratio change, negative = lower green/red ratio, actives largely listed as inhibitors; actives 0.05% (n = 340,000); active = well fitted inhibition curve with a large enough effect in the signal ratio, with a control signal flat, not every such curve was filed as active; inconclusive = small, poorly fitted or top-dose-only effect, or effect the other way, or a change in a side signal; the % refers to the signal ratio;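 also: potency is read from the fitted curve at half-maximal effect; plate controls were basal doxycycline-induced cells for no effect and cells given 10 µM MG132 for full effect; MG132 reads +100%, hits lower the ratio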
#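 Doxycycline induced both beetle luciferases in TMD8 lymphoma cells; IKK-driven degradation limits the IkappaBalpha-fused green signal, while red luminescence normalises for cell number and nonspecific effects. Compounds tested up to 46 uM, 4 hrs.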
# Numbers without * were called inactive; i = inactive; ? = inconclusive; . = no result given; [ ] = dose if it differs, or a comment. Unless noted, calls follow the shape of the dose curve; as a rule, active = well fitted curve in the direction sought with a large enough effect; inconclusive = small, poorly fitted or top-dose-only effect, or another doubt; inactive = no such curve, though single readings can be large; an effect the other way counts as inactive or inconclusive. A portion of the library. The share of hits here may be higher or lower than overall.
SMILES,Menin-MLL TR inh,USP2a inh,MBNL1 CUG block,PKM2 activator,GALK inhibitor,TSHR antagonist,Mito fusion act,KCNH2 WT inh,ASM inhibitor,Eya2 phos inh,BCR signal inh
COC(=O)[C@H](Cc1ccccc1)NC(=O)Cn1cnc(C(=O)Nc2ccc(C)c(C)c2)n1,.,-1%,.,.,.,25,.,-3,2%,3%,-1%
Cc1ccc(C)c(NC(=S)N(Cc2ccc(Cl)cc2)Cc2ccc(C(=O)O)cc2)c1,?,-1%,-16%,-3%,0%,-5,-3%,5,-1%,-8%,12%
Cn1c(SCC(=O)Nc2ccccc2O)nnc1-c1ccco1,.,1%,-2%,.,-3%,-8,0%,-5,1%,-4%,-9%
C[C@@H]1CN([C@@H](C)CO)C(=O)c2cc(NC(=O)CCC(F)(F)F)ccc2O[C@H]1CN(C)Cc1ccc(Cl)c(Cl)c1,.,-10%,.,.,.,0,.,-16,0%,-15%,-2%
C/C(CCc1ccco1)=N/NC(=O)CCC(=O)Nc1cccc(Cl)c1,24%,0%,3%,5%,-3%,-7,0%,18,1%,4%,8%
O=C(Nc1nc(=O)n(C(=O)c2cccc(C(F)(F)F)c2)s1)c1ccccc1,.,0%,-12%,3%,-2%,5,5%,5,0%,-6%,?
O=S(=O)(NCc1ccccc1)c1cccc2cccnc12,.,0%,-1%,14%,-2%,-11,4%,10,-1%,3%,-2%
Cc1nc2ccc(NC(=O)/C=C/C(=O)O)cc2nc1C,-25%,0%,?,6%,-2%,7,-1%,3,29%,9%,-1%
CCOC(=O)N1CCN(C(=O)c2cc3c(-c4cccc(OC)c4)nn(C)c3s2)CC1,?,-9%,2%,.,.,1,-1%,4,-2%,-7%,?
COc1cc(-n2c(=O)c3ccccc3n(Cc3cccc(F)c3)c2=O)cc(OC)c1OC,-9%,2%,11%,2%,-1%,2,6%,16,-1%,-4%,?
CCOc1cccc(CN2CCN(CCCc3ccccc3)C(CCO)C2)c1O (configuration not stated),-13%,-1%,-5%,-7%[11.5 µM],7%,-5,0%,28,3%,-12%,4%
CC(C)(C)c1ccc(C(=O)NC(=O)CSc2n[nH]c(N)n2)cc1,.,1%,.,.,.,-9,4%,-4,3%,6%,-4%
CCCCN(Cc1cc2cc(C)ccc2[nH]c1=O)C(=O)c1ccccn1,.,5%,-3%,2%,0%,-8,-1%,-2,0%,18%,-12%
Cc1nc(N)sc1N=Nc1ccccc1C(F)(F)F,?,2%,4%,.,.,8,6%,-2,-6%,3%,?
Cc1[nH]c2ccccc2c1C1=NNC(=Nc2ccc(F)cc2)SC1,?,1%,-4%,15%,0%,-26,20%,7,0%,6%,26%
COc1cccc(-c2nc(CS(=O)(=O)CC(=O)Nc3cccc(C)c3C)c(C)o2)c1,-15%,0%,1%,1%,-2%,-8,-5%,8,-2%,8%,0%
Cc1ccc(/C=N/NC(=O)CNC(=O)c2ccc(S(=O)(=O)N(C)C)cc2)o1,-8%,-2%,20%,-3%,8%,0,2%,-5,0%,9%,0%
CCCN1C(=O)C(O)(CC(=O)c2ccc3c(c2)OCCO3)c2ccccc21 (configuration not stated),-8%,1%,?,-11%,1%,7,-2%,17,0%,-2%,5%
CC(=O)Nc1ccc(S(=O)(=O)N2CCc3cc4c(cc3C2)OCCCO4)cc1,?,2%,-11%,1%,7%,25,11%,3,-4%,17%,0%
CCCCC(=O)N/N=C/c1ccc(Sc2cccc3cccnc23)o1,20%,-5%,?,12%,1%,1,8%,-3,-12%,?,.
O=C(O)c1cccc2c1C(=O)c1ccccc1-2,.,-5%,?,15%,.,-3,-1%,-4,7%,1%,?
CC(C)N(Cc1nc(-c2ccc(Cl)cc2)no1)C(=O)C12CC3CC(CC(C3)C1)C2,-19%,3%,5%,-3%,-1%,-2,-7%,20,-3%,-9%,?
C=CCN1CC2(c3ccccc3)CN(CC=C)CC(c3ccccc3)(C1)C2=O,-3%,3%,8%,0%,-2%,-9,0%,7,0%,-11%,2%
O=C(Nc1cc(Cl)ccc1Cl)Nn1cnnc1,12%,3%,-9%,0%,5%,4,-2%,23,-2%,2%,-1%
CN1CCN(C(=O)CCNC(=O)Cn2cnc3ccccc3c2=O)CC1,17%,-1%,2%,0%,-1%,22,2%,-1,1%,0%,7%
C=CCn1c(C)cc(C(=O)CN2NS(=O)(=O)c3ccccc3C2=O)c1C,-15%,1%,-6%,-3%,0%,-6,-1%,-5,1%,-7%,?
CSc1ccccc1OCc1cc(C(=O)NCCCc2ccccc2)no1,?,-1%,3%,-5%,0%,-7,2%,2,-1%,3%,0%
CCOc1ccccc1C(=O)NCC(=O)NCC1CCCCC1,0%,1%,-3%,-3%,15%,-4,9%,6,-1%,-3%,-2%
CCC(CO)Oc1cc(NCc2ccc(C)c(C)c2)c2ncn(C(C)C)c2c1 (configuration not stated),.,1%,.,.,.,11,.,-13,-7%,8%,-5%
CN1CCN(C2=Cc3cc(Cl)ccc3Sc3cc(F)ccc32)CC1,-1%,-6%,-10%,-21%,-2%,-7,-30%,5,-25%,-34%,?
CC1(OC(=O)CCc2ccccc2)C(=O)C=C2C=C(c3ccc(C#N)cc3)N(Cc3ccccc3)C=C2C1=O (configuration not stated),-13%[11.7 µM],-6%,?,-4%[11.5 µM],-1%,9,1%,10,53%[activator],-7%,8%
CCOc1ccc(C(=O)O)cc1OC,.,2%,-3%,0%,0%,-9,-4%,8,1%,8%,0%
CC1CCC2C(=O)N(c3ccc(C(=O)Oc4cccc5cccnc45)cc3)C(=O)C2C1 (configuration not stated),3%,0%,20%,-2%,2%,6,0%,3,-6%,-8%,?
O=C(CN1C(=O)NC2(CCCC2)C1=O)Nc1cc(C(F)(F)F)ccc1N1CCCCC1,.,4%,.,.,.,-10,1%,-2,.,3%,-2%
Cc1ccc(N(CC(O)CN2CCCCC2)S(=O)(=O)c2ccccc2)cc1 (configuration not stated),-8%,1%,-4%,.,-1%,-2,-15%,25,0%,4%,?
Cc1csc(NC(=O)c2c(-c3c(Cl)cccc3Cl)noc2C)n1,-10%,1%,2%,-5%,-3%,-11,11%,-16,1%,-28%,26%
O=C(COc1ccccc1[N+](=O)[O-])N(Cc1ccccc1)c1ccccn1,-14%,2%,4%,-1%,3%,-7,-6%,i,1%,-20%,-2%
COc1cc(/C=C2\C(=N)N3N=C(S(C)(=O)=O)SC3=NC2=O)cc(OC)c1OCCOc1cccc(C)c1,?,1%,6%,.,-12%,-5,13%,6,-4%,-7%,?
CCN1CCN(c2cc(C)c3cc(NC(=O)c4cccnc4Cl)ccc3n2)CC1,6%,6%,-12%,4%,2%,16,0%,4,53%[activator],9%,3%
CC/C=C/C(=O)N1CC2(CC(c3cccc(NC(=O)COc4ccc(Cl)cc4)c3)=NO2)C[C@H]1C(N)=O (some centres not stated),.,-22%,6%,6%,4%,11,-7%,-42,-16%,14%,?
O=C(CCCN1C(=O)/C(=C/c2ccccc2Cl)SC1=S)NNC(=O)c1ccc(Cl)cc1Cl,.,-9%,-9%,1%,0%,10,0%,-49,0%,3%,?
Cc1ccc2nc(SCC(=O)OCc3ccccc3)nc(=O)n2c1,.,1%,.,.,.,-3,7%,2,8%,20%,13%
CN1CCN(C(=O)c2ccccc2-c2nc(-c3ccccc3)no2)CC1,-12%,0%,-6%,14%,3%,-2,-7%,15,-1%,15%,?
Cc1ccc(Nc2nc(-c3sc(NC(=O)c4ccco4)nc3C)cs2)cc1,?,0%,15%,-31%,0%,3,6%,.,-10%,-20%,?
Cc1nn(CC2CCCCC2)c(N)c1-c1ccccc1,?,3%,-3%,-3%,1%,-14,6%,7,0%,7%,21%
COc1ccc2ccccc2c1CNCc1ccccn1,1%,4%,16%,-2%,-2%,-1,0%,5,-2%,8%,?
CC(=O)Nc1ccc(S(=O)(=O)c2ccc([N+](=O)[O-])cc2)cc1,5%,3%,?,.,.,6,-10%,0,-2%,-27%,-1%

# Bioassay records from PubChem.
